EphB4 ephrin blk: EphB4-ephrin-B2 interaction antagonism; P54760; EphB4 LBD / TNYL-RAW-Alexa532 peptide, fluorescence polarization; inhibition, % at 7 µM; 97,000 compounds, 0.15% hits;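 active means inhibition above the screen-wide mean inhibition plus 3 SD, cut at about 15% in these data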;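 further: 0% = DMSO wells and 100% = excess unlabeled TNYL-RAW peptide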
Target sequence (P54760 whole entry, looked up, the tested form may be a part): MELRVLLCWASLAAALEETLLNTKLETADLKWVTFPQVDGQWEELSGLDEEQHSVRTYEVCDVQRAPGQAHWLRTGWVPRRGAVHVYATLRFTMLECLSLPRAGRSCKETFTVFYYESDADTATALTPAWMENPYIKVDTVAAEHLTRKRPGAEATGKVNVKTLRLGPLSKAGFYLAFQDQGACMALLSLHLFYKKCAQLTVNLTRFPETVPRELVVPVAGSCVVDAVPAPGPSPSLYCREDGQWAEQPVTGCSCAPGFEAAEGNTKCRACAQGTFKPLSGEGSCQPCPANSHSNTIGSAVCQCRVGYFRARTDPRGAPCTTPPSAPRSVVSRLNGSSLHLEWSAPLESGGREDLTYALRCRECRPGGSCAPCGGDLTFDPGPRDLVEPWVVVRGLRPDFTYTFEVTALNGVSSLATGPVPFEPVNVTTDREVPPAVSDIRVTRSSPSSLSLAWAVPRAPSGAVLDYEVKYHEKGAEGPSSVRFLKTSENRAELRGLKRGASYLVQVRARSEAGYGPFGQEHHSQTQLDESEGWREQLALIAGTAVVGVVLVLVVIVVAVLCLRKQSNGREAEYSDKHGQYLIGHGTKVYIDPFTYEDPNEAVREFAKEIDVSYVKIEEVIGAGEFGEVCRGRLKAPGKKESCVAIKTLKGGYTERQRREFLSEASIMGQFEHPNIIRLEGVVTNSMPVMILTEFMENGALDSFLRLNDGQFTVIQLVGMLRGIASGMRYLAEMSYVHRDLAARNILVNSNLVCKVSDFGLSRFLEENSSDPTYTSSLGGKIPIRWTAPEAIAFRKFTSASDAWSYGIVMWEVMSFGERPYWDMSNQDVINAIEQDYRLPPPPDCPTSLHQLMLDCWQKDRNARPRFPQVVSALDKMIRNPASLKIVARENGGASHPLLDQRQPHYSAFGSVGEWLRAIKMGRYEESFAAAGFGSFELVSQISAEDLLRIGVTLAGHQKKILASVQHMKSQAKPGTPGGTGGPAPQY
CYP2C9 activ: activators of human CYP2C9; activation factor at 5 µM; AID 1024; P11712; 96,000 compounds, 1.4% hits; recombinant CYP2C9, luciferin-H conversion, luminescence; hits give high values; factor 1 = untreated enzyme, 0 = blocked;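 active means activation factor of 2 or more for CYP2C9 at a 5 µM dose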;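 further: 0 = sulfaphenazole-blocked wells and 1 = vehicle-only wells; values of inactives mirror those of a sister screen read the other way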
CYP2C9 inhib: human CYP2C9 inhibition | AID 777 | P11712 | CYP2C9 Supersomes, luciferin-H conversion, luminescence | inhibition, % at 5 µM | 96,000 compounds, 20% hits;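 active means blocking of liver enzyme CYP2C9 beyond about 50% at 5 µM, limit read from the data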; further: values of inactives mirror those of a sister screen read the other way
CYP2C19 activ: increases human CYP2C19 enzyme activity; activation factor at 5 µM; recombinant CYP2C19, luciferin-H EGE luminescence; hits give high values; 0 = fully inhibited enzyme, 1 = untreated enzyme; 96,000 tested, under 10 active; AID 1025; P33261;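 active means activation factor of at least 2 at 5 µM in the primary screen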;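 further: 0 = wells with 2.5 mM tranylcypromine and 1 = vehicle-only wells; values of inactives mirror those of a sister screen read the other way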
CYP2C19 inh: blocks human cytochrome P450 2C19; CYP2C19 Supersomes, luciferin-H EGE luminescence, 30 min; 96,000 compounds, 21% hits; P33261; inhibition, % at 5 µM; AID 778;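 active means CYP2C19 inhibition above a set limit at 5 µM in the primary screen, cut at about 50% in these data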;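 further: plate controls were negative control wells for no effect and 2.5 mM tranylcypromine positive control for full effect; values of inactives mirror those of a sister screen read the other way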
Ecoli WT expand: growth inhibitors of E. coli BW25113 wild type | OD600 absorbance | 98,000 compounds, 0.15% hits | growth inhibition, % at 100 µM | AID 710;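 active means growth inhibition above about 50% at one test dose, limit read from the data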;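 further: growth measured after 20 h incubation at 37 °C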
PLAP act: activates human placental alkaline phosphatase; P05187; purified PLAP enzyme, luminescent substrate read-out; hits give high values; activation fold at 20 µM; 96,000 compounds, 1.2% hits; AID 696; in the data active means activation fold above about 2
Pyk2 oligo antag: Pyk2 (human) oligomerization antagonism; z-score (the deposit names both 25 µM and 10 µM); Q293 cells, Pyk2 FERM NanoBiT luminescence; hits give low values; 99,000 compounds, 0.83% hits;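 active means Z-score of -3 or lower, scaled per plate to the spread of control and sample wells; inactive means z-score above -3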;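 further: negative z-score means lost luminescence so less FERM oligomerization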
PostGolgi yeast: growth inhibition of a yeast mutant, post-Golgi transport screen | post-Golgi transport phenotypic cell assay | 98,000 compounds, 0.9% hits | AID 739 | inhibition, % at 10 µM; in the data active means inhibition above about 30%;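 further: yeast cells grown in 1536-well plates; yeast grown about 18 h at 30C before absorbance read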
* hit, by the source's call; nt = not tested or not shown. Rows were taken by chance; any-hit rate near 31%.

SMILES	EphB4 ephrin blk	CYP2C9 activ	CYP2C9 inhib	CYP2C19 activ	CYP2C19 inh	Ecoli WT expand	PLAP act	Pyk2 oligo antag	PostGolgi yeast
CCCOc1cccc(C2/C(=C(/O)c3ccc(F)cc3)C(=O)C(=O)N2CCN(C)C)c1 (stereo not drawn)	1	1.1	-8	1	3	7	1.6	0.37	5
CCOc1ccc(C(=O)OCCN(C)C)cc1	0	1	3	1	-1	12	0.9	-0.14	8
O=C1CC(=O)N(CCc2ccccc2)C(=O)N1CCc1ccccc1	-9	0.4	58*	1	3	4	1.6	0.83	8
O=C(Cn1cnc2c(nnn2-c2ccccc2)c1=O)NCc1ccco1	0	1.8	-83	1.1	-6	5	0.9	nt	-2
Cc1cc(C)c2cc(CN(CCN3CCCC3)C(=O)Nc3ccc(F)cc3)c(=O)[nH]c2c1	-15	0.6	40	0.7	32	29	1.6	2.8	12
CN(C)c1ccc(N/C=C/C(=O)c2ccco2)cc1	7	0.7	29	0.5	47	-1	0.7	-0.9	0
O=c1[nH][nH]c(C(F)(F)F)c1C=NCc1ccccc1Cl	2	0.4	56*	0.1	93*	-2	1.7	0.27	-2
COc1ccc(OC)c(S(=O)(=O)Nc2ccc(C(N)=O)cc2)c1	-3	0.7	30	0.4	60*	4	0.9	0.48	1
Cc1[nH]c2c(C)cccc2c(=O)c1Br	nt	1.2	-20	1	-3	40	0.9	0.22	8
CCOc1cc2[nH]c(=S)n(CCN3CCCCC3CC)c(=O)c2cc1OCC (stereo not drawn)	1	0.8	19	1	-4	1	1.7	0.41	6
COc1ccc(NC(C)=O)cc1NC(C)C(=O)Nc1cccc2ccccc12 (stereo not drawn)	-2	0.2	82*	0.3	67*	-3	1.4	0.23	3
Cc1ccc(N/C(SCc2ccccc2C)=C(/C#N)C(=O)NCc2ccco2)cc1C	-3	0.2	80*	0.7	29	-31	1.1	0.28	-6
Cc1cccc(C(=O)Nc2nnc(-c3ccc(C(C)(C)C)cc3)s2)c1	9	1.1	-11	1.1	-14	-8	1.1	-0.66	-3
O=C1CSC(=O)N1CCOCCN1C(=O)CSC1=O	1	0.9	7	0.8	16	-1	1.3	1.1	-24
COC(=O)c1ccc(OC(=O)C2CC(=O)N(c3ccc(C)cc3C)C2)cc1 (stereo not drawn)	-6	1	-5	1	4	5	0.9	1.2	6
O=C(CSc1nnc(-c2cccs2)n1-c1ccccc1)NCc1ccco1	0	0.3	71*	0.4	62*	-3	0.8	-0.87	8
CCOC(=O)c1c(-c2cccs2)csc1NC(=O)c1ccncc1	-1	0.7	30	0.6	36	-12	0.9	0.41	0
COc1nc(C)nc2c1sc(=S)n2C	-1	0.9	13	0.8	15	-3	1.1	-0.43	3
CCN(CC)S(=O)(=O)c1cccc(C(=O)NCCCN2CCOCC2)c1	-4	0.9	10	1.1	-5	-5	1.2	0.42	1
COc1ccc(C2C=C(c3ccc(C)c(C)c3)Nc3ncnn32)c(OC)c1OC (stereo not drawn)	4	0.1	92*	0	96*	9	1.8	nt	1
Cc1ccc(N2CC(C(=O)NCCc3ccc(S(N)(=O)=O)cc3)CC2=O)cc1 (stereo not drawn)	4	1	-2	1.1	-8	0	1.2	-0.16	15
Cc1cc2n(n1)C(c1cn(-c3ccccc3)nc1C)Nc1ccccc1-2 (stereo not drawn)	1	0.6	42	0.8	20	-1	1.3	0.91	-3
CCOc1ccccc1NC(=O)N1CCCC(c2nc3c(nnn3Cc3ccc(C)cc3)c(=O)[nH]2)C1 (stereo not drawn)	1	0.9	6	0.9	14	-7	1.4	-1.1	-3
Cc1ccc(C(=O)Nc2ccc3nc(C)sc3c2)s1	2	0.1	87*	0.7	34	1	1	-0.92	6
CCOC(=O)C1CCCN(c2c(NCCCN(CC)c3ccccc3)c(=O)c2=O)C1 (stereo not drawn)	-6	0.9	8	0.7	35	5	1	0.87	2
SMILES	EphB4 ephrin blk	CYP2C9 activ	CYP2C9 inhib	CYP2C19 activ	CYP2C19 inh	Ecoli WT expand	PLAP act	Pyk2 oligo antag	PostGolgi yeast
COc1cc(C(=O)OCC(=O)NCc2ccccc2)cc(NC(=O)c2ccco2)c1OC	-2	0.9	7	0.9	10	5	1	-0.29	-4
Cc1[nH]n(-c2ccccc2)c(=O)c1/C=N/Nc1nncc(-c2ccccc2)n1	6	0.2	82*	0.4	59*	93*	1.4	-1.3	4
CCCc1cc(=O)[nH]c(SCc2cccc(C)c2)n1	0	0.6	44	0.8	21	6	1.2	-0.05	-10
Cn1c(CSCc2ccccc2Cl)nnc1SCC(=O)Nc1nccs1	5	0.4	61*	0.5	49	-4	1.4	0.73	10
CCCCOc1ccccc1NC(=O)c1ccc(=O)[nH]c1	5	1.1	-9	1.1	-7	0	1	0.51	2
Cc1c(C)n(C(=O)CN2CCN(c3ccccn3)CC2)c2ccccc12	-8	1.8	-85	0.8	22	1	1.2	0.32	0
COc1ccc(CNC(=O)C(C)N=C2NS(=O)(=O)c3ccccc32)cc1OC (stereo not drawn)	4	0.8	15	0.9	8	1	1	0.38	-1
COc1ccc(-c2nc(CSCC(=O)N3CCc4ccccc43)c(C)o2)cc1OC	-7	0.5	50	0.9	13	0	1.4	0.14	1
Brc1ccc2c(c1)C(c1ccc(N3CCOCC3)cc1)=NNC(c1cccs1)=N2	0	0.5	50	0.6	41	-15	1.2	-1.7	5
CCOC(=O)c1ccc(NC(=O)CCNS(=O)(=O)c2ccc3c(c2)oc(=O)n3C)cc1	nt	1.3	-30	0.9	10	0	1	0.27	6
O=C(Cn1cc(/C=N/NC(=O)c2cccc(C(F)(F)F)c2)c2ccccc21)Nc1ccc(F)cc1	-6	0.8	24	0.9	10	-5	0.9	0.63	-1
CCN(CC)CCNc1nc2cc(OC)c(OC)cc2c2nc(-c3ccccc3)nn12	4	1.3	-25	1	-4	3	1.9	0.7	2
Cc1ccc(C(C)C)c(OCCN)c1	5	0.8	23	0.9	9	13	1	0.7	17
Cc1cc(C(=O)OCC(=O)Nc2cc(S(=O)(=O)N3CCOCC3)ccc2Cl)c(C)o1	-1	0.2	80*	0.5	52*	-12	1.5	1.1	-6
COC(=O)C1=C(C)N(Cc2cccnc2)C(=O)C1	6	nt	nt	nt	nt	0	nt	0.7	0
CCS(=O)(=O)N1CCC(c2nc(-c3ccc(C)cc3)no2)CC1	-4	0.5	49	0.7	27	10	1	1.2	-14
O=C(CSc1ncnc2c(-c3ccc(Cl)cc3)nsc12)c1ccccc1	-3	0.9	9	1	0	-29	0.9	-0.59	-2
CCOc1ccc(C(F)(F)F)cc1NC(=O)c1ccc(OC)c([N+](=O)[O-])c1	5	1.1	-5	1	-1	-1	0.9	0.97	-3
CN(c1ccccc1C(=O)NCC1CCCO1)S(C)(=O)=O (stereo not drawn)	-10	1.1	-7	1	2	3	1	0.85	-9
COc1ccc(-n2cnnc2SCC(=O)N(C)C2CCS(=O)(=O)C2)cc1 (stereo not drawn)	-8	1.1	-12	1.1	-6	-3	0.8	-2.9	-12
O=C(NCCSc1ccccc1)c1cccnc1	8	0.8	22	0.6	40	8	0.9	1.8	19
O=C(c1cccc(Cl)c1)c1nn(-c2ccccc2)c(=O)cc1C(F)(F)F	5	0.7	28	0.6	42	-8	0.9	-2.3	-14
CCOc1cc2[nH]c(=O)n(CCc3ccc(OC)c(OC)c3)c(=O)c2cc1OCC	1	1	3	1	1	-7	0.9	0.14	1
O=C(CSc1nc(Nc2ccccc2)nc(N2CCOCC2)n1)Nc1ccc([N+](=O)[O-])cc1	1	0.2	77*	0.5	53*	5	1.5	-1.8	44*
COc1ccc(CCNC(=O)CCn2c(SCC#N)nc3ccccc3c2=O)cc1OC	-4	0.4	60*	0.6	42	-3	1	0.7	-5
SMILES	EphB4 ephrin blk	CYP2C9 activ	CYP2C9 inhib	CYP2C19 activ	CYP2C19 inh	Ecoli WT expand	PLAP act	Pyk2 oligo antag	PostGolgi yeast
COC(=O)c1cn(NC(=O)CC2CCCCC2)c(=O)c2ccccc12	nt	0.8	16	0.9	14	-5	0.9	0.14	21
COc1ccccc1N(C(=O)Cn1nnc2ccccc21)C(C(=O)NCc1ccco1)c1ccc(C)o1 (stereo not drawn)	-9	0.3	70*	0.3	68*	10	1.5	-0.86	1
COC(=O)c1[nH]c2ccc(Cl)cc2c1NC(=O)C1CC1	-4	0.9	6	1	-1	-7	1	-0.06	-2
CCc1nnc(SCCSc2nnc(CC)n2N)n1N	-6	0.9	8	0.9	8	5	1.2	-0.64	0
CCc1nnc(NC(=O)Nc2ccccc2OC)s1	4	1	2	0.8	19	1	0.9	-0.93	6
Cc1cc(OCc2nn[nH]n2)c2c(C)c(Cc3ccccc3)c(=O)oc2c1	-3	0	98*	0.2	80*	1	1.4	-0.04	-3
COc1ccc(C)cc1S(=O)(=O)N1CCN(S(=O)(=O)c2cc(C)ccc2OC)C(C)C1 (stereo not drawn)	-14	0	99*	0	100*	-6	1.4	-1	-7
Nc1ncn(C23CC4CC(CC(C4)C2)C3)n1	2	0.9	6	1	1	4	1	-0.04	-3
O=C(Nc1ccc2nc(-c3cccs3)c(-c3cccs3)nc2c1)N1CCOCC1	-2	0.6	42	0.8	20	-7	1.3	-1.9	-4
CC1CCc2c(sc(NC(=O)COC(=O)c3ccccc3NCc3ccco3)c2C#N)C1 (stereo not drawn)	-1	0.9	12	1.2	-23	-21	0.9	-0.02	-1
COc1cc(/C=C/C(=O)NCc2cccnc2)cc(OC)c1OC	2	1	-1	0.9	14	1	1	0.18	-5
O=C(OCCCN1CCCCC1)c1ccc(O)cc1	-4	0.9	6	0.9	7	2	1	-0.37	5
Cc1cc(C)c(C)c(OCCCCn2cnc3ccccc3c2=O)c1	4	1.2	-17	0.8	15	0	1	-0.36	-6
CCOc1ccc(OCCOc2ncnc3ccccc23)cc1	4	0.9	12	0.7	34	3	1	1.4	3
CCOC(=O)CC1C(=O)NCCN1C(=O)Nc1ccc(Cl)cc1 (stereo not drawn)	2	1.1	-7	1	2	-1	0.9	0.34	0

Some of the entries so far, with bars between the fields.
molecule | EphB4 ephrin blk | CYP2C9 activ | CYP2C9 inhib | CYP2C19 activ | CYP2C19 inh | Ecoli WT expand | PLAP act | Pyk2 oligo antag | PostGolgi yeast
Cc1ccc(N2CC(C(=O)NCCc3ccc(S(N)(=O)=O)cc3)CC2=O)cc1 (stereo not drawn) | 4 | 1 | -2 | 1.1 | -8 | 0 | 1.2 | -0.16 | 15
Cc1cc2n(n1)C(c1cn(-c3ccccc3)nc1C)Nc1ccccc1-2 (stereo not drawn) | 1 | 0.6 | 42 | 0.8 | 20 | -1 | 1.3 | 0.91 | -3
CCOc1ccccc1NC(=O)N1CCCC(c2nc3c(nnn3Cc3ccc(C)cc3)c(=O)[nH]2)C1 (stereo not drawn) | 1 | 0.9 | 6 | 0.9 | 14 | -7 | 1.4 | -1.1 | -3
Cc1ccc(C(=O)Nc2ccc3nc(C)sc3c2)s1 | 2 | 0.1 | 87* | 0.7 | 34 | 1 | 1 | -0.92 | 6
CCOC(=O)C1CCCN(c2c(NCCCN(CC)c3ccccc3)c(=O)c2=O)C1 (stereo not drawn) | -6 | 0.9 | 8 | 0.7 | 35 | 5 | 1 | 0.87 | 2
COc1cc(C(=O)OCC(=O)NCc2ccccc2)cc(NC(=O)c2ccco2)c1OC | -2 | 0.9 | 7 | 0.9 | 10 | 5 | 1 | -0.29 | -4
Cc1[nH]n(-c2ccccc2)c(=O)c1/C=N/Nc1nncc(-c2ccccc2)n1 | 6 | 0.2 | 82* | 0.4 | 59* | 93* | 1.4 | -1.3 | 4
CCCc1cc(=O)[nH]c(SCc2cccc(C)c2)n1 | 0 | 0.6 | 44 | 0.8 | 21 | 6 | 1.2 | -0.05 | -10
Cn1c(CSCc2ccccc2Cl)nnc1SCC(=O)Nc1nccs1 | 5 | 0.4 | 61* | 0.5 | 49 | -4 | 1.4 | 0.73 | 10

From PubChem BioAssay
